Cardiac RTF inh: cardiac RTF calcium sensitivity inhibitors, primary screen, biochemical, IANBD-TnC fluorescence, EC70 calcium; hit rate 0.12% among 340,000; inhibition, % at 7.15 µM; Troponin I, cardiac muscle (Homo sapiens) + Troponin T, cardiac muscle (Homo sapiens) + …; IANBD-labeled cardiac RTF, Ca2+ fluorescence;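 active means inhibition above the mean inhibition of all tested compounds plus 3 SD, cut at about 17% in these data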;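 further: assay run at fixed EC70 calcium of 1.6 mM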
LANA DNA inh: inhibitors of KSHV C-LANA binding to DNA, primary screen, biochemical, fluorescence polarization, FAM-LBS DNA, MBP-C-LANA, single point. Kaposi's sarcoma herpesvirus LANA C-terminal domain (residues 932-1162) DNA binding. inhibition, % at 9 µM. hit rate 0.078% among 340,000;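 active means highest replicate inhibition at or above 60% at 9 µM, even if other replicates fall short; inactive means all replicates below 60% inhibition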;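 further: 0% = neutral control wells and 100% = 4 µM acridine orange control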
Keap1-Nrf2 PPI: Keap1-Nrf2 protein-protein interaction inhibitors, primary screen, biochemical, fluorescence polarization, single point; Kelch-like ECH-associated protein 1 (Homo sapiens), Q14145; Keap1 Kelch-Nrf2 peptide fluorescence polarization, 1536-well; inhibition, % at 9.4 µM; hit rate 0.15% among 340,000; AID 504523, 2011; in the data active means inhibition above about 12%;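 further: human Keap1 Kelch domain with fluorescein labeled Nrf2 9mer peptide probe; 0% = neutral control wells and 100% = peptide positive control; higher means more block of Keap1 binding to Nrf2 peptide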
NSD2 inh: NSD2 histone methyltransferase inhibitors, primary screen, biochemical, AlphaScreen, single concentration, set 2; Histone-lysine N-methyltransferase NSD2 (Homo sapiens), O96028; NSD2 peptide methylation, 120 min; inhibition, % at 12.5 µM; hit rate 0.54% among 310,000; in the data active means inhibition above about 50%
SR-BI DiI-HDL act: activators of SR-BI mediated DiI-HDL uptake, primary screen, ldlA[mSR-BI] CHO cells, DiI fluorescence. hit rate 0.096% among 320,000. 3 h; 100 = double the neutral-control signal. activation, % at 12.5 µM. AID 504775, 2011;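 active means mean replicate activation of at least 60% and every replicate at or above 60%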;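 further: 0% = median plate neutral-control signal and 100% = twice that signal; values of inactives mirror those of a sister screen read the other way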
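System: CHO ldlA[mSR-BI] cells / Medium: HEPES-buffered (25 mM, pH 7.4) F12 plus 0.5% BSA / Probe or stimulus: labelled HDL, 10 µg/mL / Doses: single compound concentration, delivered by pin transfer / Schedule: 3 h, 37 °C / Measured by: DiI fluorescence, bottom read / Measure: cell-associated DiI fluorescence as measure of HDL uptake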
Arrestin-AP2 inh: inhibitors of beta-arrestin/AP2 binding, primary screen, biochemical, GPCR trafficking, flow cytometry; hit rate 0.31% among 340,000; inhibition, % at 10 µM; FITC-arrestin peptide / GST-AP2 beads; AP2 beta2 appendage carries R879A mutation; AID 504490, 2011;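 active means inhibition above a set limit, near 3 SD of compounds lacking own fluorescence, cut at about 54% in these data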;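 further: plate controls were DMSO wells for no effect and 5 µM unlabelled arrestin peptide for full effect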
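System: GST-AP2 R879A bound to glutathione beads, E. coli-expressed. Also added: 50 nM FITC-arrestin peptide. Schedule: compound with beads 12 min RT, then probe 1 h RT. Signal: bead flow cytometry, FITC channel. Read-out basis: percent response.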
DAGLB inhibitor: DAGLB lipase inhibitors, primary screen, biochemical, fluorescence, HTS. HEK293T DAGLB membrane lysate, EnzChek fluorogenic substrate. inhibition, % at 5.17 µM. hit rate 0.059% among 340,000. AID 504411, 2011; in the data active means inhibition above about 34%;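 further: 0% = enzyme with vehicle and 100% = wells lacking enzyme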
Target sequence (Q8NCG7 whole entry, looked up): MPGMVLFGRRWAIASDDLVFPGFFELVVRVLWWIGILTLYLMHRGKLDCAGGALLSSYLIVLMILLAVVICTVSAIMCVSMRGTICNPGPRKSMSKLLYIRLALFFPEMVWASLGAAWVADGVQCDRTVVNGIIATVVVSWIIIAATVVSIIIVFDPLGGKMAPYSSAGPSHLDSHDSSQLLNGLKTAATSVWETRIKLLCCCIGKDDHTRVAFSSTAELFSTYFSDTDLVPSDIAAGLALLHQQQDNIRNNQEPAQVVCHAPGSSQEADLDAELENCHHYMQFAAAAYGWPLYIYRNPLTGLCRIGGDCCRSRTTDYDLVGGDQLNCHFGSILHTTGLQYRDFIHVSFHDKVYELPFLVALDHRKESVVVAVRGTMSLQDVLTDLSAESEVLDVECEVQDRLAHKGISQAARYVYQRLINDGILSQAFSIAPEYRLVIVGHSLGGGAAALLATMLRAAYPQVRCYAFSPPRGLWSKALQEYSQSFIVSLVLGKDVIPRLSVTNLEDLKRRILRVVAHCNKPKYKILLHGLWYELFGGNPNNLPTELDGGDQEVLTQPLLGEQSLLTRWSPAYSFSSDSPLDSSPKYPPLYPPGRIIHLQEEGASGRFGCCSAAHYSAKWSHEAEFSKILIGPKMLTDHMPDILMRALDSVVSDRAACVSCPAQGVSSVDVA
PKA-R2B act: activators of PKA-R2B holoenzyme, primary screen, biochemical, fluorescence polarization, Cy5-IP20, human; AID 504700, 2011; hit rate 0.079% among 340,000; activation, % at 11.4 µM; cAMP-dependent protein kinase catalytic subunit beta (Homo sapiens) + cAMP-dependent …; PKA-R2B holoenzyme dissociation; R2B truncated from residue 108, S112A mutant; 0% DMSO only, 100% 113 µM cGMP;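 active means activation above a cutoff set at the mean over all compounds plus 3 SD, cut at about 18% in these data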;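 further: higher means more holoenzyme dissociation and a rise in polarization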
Target sequence (P31323 whole entry, looked up, other chains not shown, the tested form may be a part): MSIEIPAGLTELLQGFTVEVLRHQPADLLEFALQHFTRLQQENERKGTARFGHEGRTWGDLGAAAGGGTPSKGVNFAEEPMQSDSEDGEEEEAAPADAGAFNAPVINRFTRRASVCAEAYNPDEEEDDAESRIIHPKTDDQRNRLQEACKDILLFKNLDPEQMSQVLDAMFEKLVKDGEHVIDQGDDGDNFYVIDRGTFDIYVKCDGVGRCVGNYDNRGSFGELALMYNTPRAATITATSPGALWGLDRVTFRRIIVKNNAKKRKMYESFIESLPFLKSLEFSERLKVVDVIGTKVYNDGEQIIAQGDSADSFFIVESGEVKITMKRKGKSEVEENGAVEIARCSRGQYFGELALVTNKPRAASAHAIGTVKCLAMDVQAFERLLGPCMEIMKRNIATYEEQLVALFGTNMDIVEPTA
SR-BI HDL uptake: inhibitors of SR-BI mediated HDL lipid uptake, primary screen, ldlA[mSR-BI] cells, fluorescence, single point. inhibition, % at 12.5 µM. ldlA[mSR-BI] CHO cells, DiI-HDL uptake fluorescence, 3 h. Scavenger receptor class B member 1 (Mus musculus), Q61009. hit rate 0.96% among 320,000. AID 488896, 2010;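 active means mean replicate inhibition of at least 70% and a set share of replicates each scoring 70 or more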;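 further: 0% = median of neutral control wells and 100% = median of positive control wells; values of inactives mirror those of a sister screen read the other way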
PvdQ inh: P. aeruginosa PvdQ acylase inhibitors, primary screen, biochemical, fluorescence, plate reader and imaging, single point; hit rate 0.063% among 340,000; purified PvdQ acylase; inhibition, % at 10 µM; PvdQ acylase [Pseudomonas aeruginosa LESB58]; in the data active means inhibition above about 30%, passing the limit was not always enough;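 further: 0% = vehicle neutral wells and 100% = reference inhibitor wells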
* = called active by the depositor.

For OC(c1ccccc1)C(Nc1ccccn1)c1ccccc1 (stereo not drawn) the results were Cardiac RTF inh 3, LANA DNA inh -2.9, Keap1-Nrf2 PPI -1, NSD2 inh 1, SR-BI DiI-HDL act 3, Arrestin-AP2 inh 35, DAGLB inhibitor 0, PKA-R2B act -8, SR-BI HDL uptake -3 and PvdQ inh 10.
Screening Cn1c(=O)c2[nH]c(N3CCCCC3)nc2n(C)c1=O returned Cardiac RTF inh -1, LANA DNA inh -3.5, Keap1-Nrf2 PPI 6, NSD2 inh -2, SR-BI DiI-HDL act 6, Arrestin-AP2 inh 6, DAGLB inhibitor -1, PKA-R2B act -2, SR-BI HDL uptake -6 and PvdQ inh 2.
`COc1cc(NC(=O)CN2CCN(Cc3ccc4c(c3)OCO4)CC2)cc(OC)c1` gave Cardiac RTF inh 10, LANA DNA inh -0.3, Keap1-Nrf2 PPI 0, NSD2 inh 6, SR-BI DiI-HDL act 9, Arrestin-AP2 inh 10, DAGLB inhibitor -1, PKA-R2B act 0, SR-BI HDL uptake -9 and PvdQ inh -10.
For COc1cccc(/C(O)=C2/C(=O)C(=O)N(Cc3cccnc3)C2c2ccco2)c1 (stereo not drawn) the results were Cardiac RTF inh 3, LANA DNA inh -1.3, Keap1-Nrf2 PPI -4, NSD2 inh 2, SR-BI DiI-HDL act 17, Arrestin-AP2 inh 5, DAGLB inhibitor 1, PKA-R2B act 5, SR-BI HDL uptake -17 and PvdQ inh 8.
For Cc1nnc(NC(=O)C(c2ccccc2)c2ccccc2)s1 the results were Cardiac RTF inh 4, LANA DNA inh -0.7, Keap1-Nrf2 PPI 1, NSD2 inh -2, SR-BI DiI-HDL act 27, Arrestin-AP2 inh -5, DAGLB inhibitor 1, PKA-R2B act 5, SR-BI HDL uptake -27 and PvdQ inh -15.
`NS(=O)(=O)c1ccc(CNC(=O)c2ccccc2SCC(=O)N2CCCC2)cc1` gave Cardiac RTF inh 4, LANA DNA inh -1.8, Keap1-Nrf2 PPI 1, NSD2 inh -1, SR-BI DiI-HDL act 30, Arrestin-AP2 inh 0, DAGLB inhibitor 0, PKA-R2B act -2, SR-BI HDL uptake -30 and PvdQ inh 8.
For CCOC(=O)C1(Cc2ccc(OC)cc2)CCN(C(=O)c2cc3ccccc3[nH]2)CC1 the results were Cardiac RTF inh -13, LANA DNA inh 2.1, Keap1-Nrf2 PPI 7, NSD2 inh -3, SR-BI DiI-HDL act -3, Arrestin-AP2 inh -9, DAGLB inhibitor 2, PKA-R2B act 0, SR-BI HDL uptake 3 and PvdQ inh -12.
Screening CCCCOP(=O)(c1ccc(N(C)C)cc1)C(O)c1ccncc1 (stereo not drawn) returned Cardiac RTF inh 6, LANA DNA inh -3.0, Keap1-Nrf2 PPI 6, NSD2 inh -1, SR-BI DiI-HDL act 16, Arrestin-AP2 inh 32, DAGLB inhibitor 0, PKA-R2B act 3, SR-BI HDL uptake -16 and PvdQ inh 2.
`Cc1nn(CC(=O)N2CCOCC2)c(=O)c2nn(-c3ccccc3)c(C)c12` gave Cardiac RTF inh -4, LANA DNA inh -0.3, Keap1-Nrf2 PPI -6, NSD2 inh 8, SR-BI DiI-HDL act 6, Arrestin-AP2 inh 5, DAGLB inhibitor 1, PKA-R2B act -9, SR-BI HDL uptake -6 and PvdQ inh -14.
Screening COc1cccc(NC(=O)CNC(C)CCC(C)C)c1 (stereo not drawn) returned Cardiac RTF inh -17, LANA DNA inh -2.2, Keap1-Nrf2 PPI -4, NSD2 inh 5, SR-BI DiI-HDL act 8, Arrestin-AP2 inh 12, DAGLB inhibitor 3, PKA-R2B act -4, SR-BI HDL uptake -8 and PvdQ inh 8.
`N#Cc1ccc(OCc2nnc(-c3ccc([N+](=O)[O-])cc3)o2)cc1` gave Cardiac RTF inh -11, LANA DNA inh 2.0, Keap1-Nrf2 PPI 1, NSD2 inh -3, SR-BI DiI-HDL act 0, Arrestin-AP2 inh 2, DAGLB inhibitor 2, PKA-R2B act 5, SR-BI HDL uptake 0 and PvdQ inh -10.
For O=C(COc1ccccc1[N+](=O)[O-])c1ccccc1 the results were Cardiac RTF inh -7, LANA DNA inh 1.8, Keap1-Nrf2 PPI 7, NSD2 inh 4, SR-BI DiI-HDL act -3, Arrestin-AP2 inh -3, DAGLB inhibitor 1, PKA-R2B act 1, SR-BI HDL uptake 3 and PvdQ inh -2.
For Cc1cccc(OCC(=O)Nc2ccccc2C(=O)N2CCOCC2)c1 the results were Cardiac RTF inh 2, LANA DNA inh 0.1, Keap1-Nrf2 PPI -3, NSD2 inh 0, SR-BI DiI-HDL act 15, Arrestin-AP2 inh -1, DAGLB inhibitor -3, PKA-R2B act 7, SR-BI HDL uptake -15 and PvdQ inh -8.
CC(CN1C(C)CCCC1C)OC(=O)c1ccccc1Cl (stereo not drawn) was read as Cardiac RTF inh -5, LANA DNA inh -0.5, Keap1-Nrf2 PPI 4, NSD2 inh 5, SR-BI DiI-HDL act 19, Arrestin-AP2 inh 33, DAGLB inhibitor -1, PKA-R2B act 2, SR-BI HDL uptake -19 and PvdQ inh -1.
For Cn1c(=O)c2c(-c3ccc(C(C)(C)C)cc3)n(N3CCOCC3)cc2n(C)c1=O the results were Cardiac RTF inh -13, LANA DNA inh 0.0, Keap1-Nrf2 PPI 6, NSD2 inh 2, SR-BI DiI-HDL act 5, Arrestin-AP2 inh 16, DAGLB inhibitor 0, PKA-R2B act 5, SR-BI HDL uptake -5 and PvdQ inh -3.
`O=[N+]([O-])C(=C1SCCS1)C(=C(Cl)Cl)N1CCCCC1` gave Cardiac RTF inh 1, LANA DNA inh -0.1, Keap1-Nrf2 PPI -1, NSD2 inh 9, SR-BI DiI-HDL act -7, Arrestin-AP2 inh 2, DAGLB inhibitor 4, PKA-R2B act -9, SR-BI HDL uptake 7 and PvdQ inh -9.
Screening O=C(C=Cc1cccc(O)c1)c1ccccc1O returned Cardiac RTF inh -2, LANA DNA inh -2.8, Keap1-Nrf2 PPI -8, NSD2 inh -1, SR-BI DiI-HDL act -10, Arrestin-AP2 inh 1, DAGLB inhibitor 0, PKA-R2B act -10, SR-BI HDL uptake 10 and PvdQ inh 1.
Screening O=C(CC1Sc2ccccc2NC1=O)NNc1cc(Cl)ccc1Cl (stereo not drawn) returned Cardiac RTF inh 1, LANA DNA inh 0.6, Keap1-Nrf2 PPI -1, NSD2 inh -2, SR-BI DiI-HDL act 1, Arrestin-AP2 inh 10, DAGLB inhibitor 2, PKA-R2B act -17, SR-BI HDL uptake -1 and PvdQ inh -10.
`O=C(c1ccccc1)N1CCN(C(=O)N2CCOCC2)CC1` gave Cardiac RTF inh -22, LANA DNA inh -3.4, Keap1-Nrf2 PPI -3, NSD2 inh 3, SR-BI DiI-HDL act 37, Arrestin-AP2 inh -10, DAGLB inhibitor 0, PKA-R2B act 9, SR-BI HDL uptake -37 and PvdQ inh -11.
`COC(=O)c1ccc2c(=O)n(CC3CCCO3)c(=S)[nH]c2c1` (stereo not drawn) gave Cardiac RTF inh 3, LANA DNA inh -1.7, Keap1-Nrf2 PPI -3, NSD2 inh 0, SR-BI DiI-HDL act 6, Arrestin-AP2 inh 10, DAGLB inhibitor -2, PKA-R2B act 2, SR-BI HDL uptake -6 and PvdQ inh 2.
Screening Cc1cc(C)c(Cn2ncn(-c3ccc(Br)cc3)c2=O)c(C)c1 returned Cardiac RTF inh -4, LANA DNA inh 0.6, Keap1-Nrf2 PPI 2, NSD2 inh -5, SR-BI DiI-HDL act -4, Arrestin-AP2 inh 2, DAGLB inhibitor -10, PKA-R2B act 3, SR-BI HDL uptake 4 and PvdQ inh -13.
Screening CC(=O)N1CCc2[nH]c3ccccc3c2C1 returned Cardiac RTF inh 1, LANA DNA inh -0.7, Keap1-Nrf2 PPI 2, SR-BI DiI-HDL act 9, Arrestin-AP2 inh 9, DAGLB inhibitor 0, PKA-R2B act 3, SR-BI HDL uptake -9 and PvdQ inh 11.
`Cc1ccc(/C=C/C(=O)Nc2nn[nH]n2)o1` gave Cardiac RTF inh -3, LANA DNA inh 7.4, Keap1-Nrf2 PPI 5, NSD2 inh -1, SR-BI DiI-HDL act -18, Arrestin-AP2 inh 43, DAGLB inhibitor 0, PKA-R2B act 2, SR-BI HDL uptake 18 and PvdQ inh 15.
COc1cccc(CC(=O)OC(C)C(=O)Nc2ccc(Cl)cn2)c1 (stereo not drawn) was read as Cardiac RTF inh 8, LANA DNA inh -0.9, Keap1-Nrf2 PPI -3, NSD2 inh -3, SR-BI DiI-HDL act 2, Arrestin-AP2 inh 41, DAGLB inhibitor -5, PKA-R2B act 11, SR-BI HDL uptake -2 and PvdQ inh 5.
COCCNC(=O)Cn1nc(-c2ccccc2F)ccc1=O was read as Cardiac RTF inh -5, LANA DNA inh -2.1, Keap1-Nrf2 PPI -4, NSD2 inh 2, SR-BI DiI-HDL act 12, Arrestin-AP2 inh 1, DAGLB inhibitor 2, PKA-R2B act -6, SR-BI HDL uptake -12 and PvdQ inh -15.
`Cc1ccc(S(=O)(=O)NNC(=O)CC#N)cc1` gave Cardiac RTF inh -4, LANA DNA inh -3.4, Keap1-Nrf2 PPI -1, SR-BI DiI-HDL act 1, Arrestin-AP2 inh 0, DAGLB inhibitor -6, PKA-R2B act 7, SR-BI HDL uptake -1 and PvdQ inh 4.
For Cc1cnc(C(=O)OCC(=O)N(Cc2ccccc2)C(C)(C)C)cn1 the results were Cardiac RTF inh -14, LANA DNA inh -1.8, Keap1-Nrf2 PPI -7, NSD2 inh -1, SR-BI DiI-HDL act 8, Arrestin-AP2 inh 5, DAGLB inhibitor -3, PKA-R2B act -7, SR-BI HDL uptake -8 and PvdQ inh -12.

High-throughput results from PubChem BioAssay.
